Source: PubChem (National Center for Advancing Translational Sciences (NCATS))
uPA generation = blocks generation of uPA at the cell surface; cell surface uPA generation assay, qHTS; Potency, µM (titrated, usually from 38.3 µM), for the others: at the top dose activity change, negative = inhibition, usual class: inhibitors; 330,000 tested, 0.31% active; AID 540303; active = well fitted inhibition curve with a large enough effect; inconclusive = small, poorly fitted or top-dose-only effect; inactive = no such curve, though single readings can be large or run the other way; tested in mouse RAW 264.7 cells; also: potency is read from the fitted curve at half-maximal effect; % is scaled to controls: 0 for no effect and ±100 for the full control effect; nearly all actives have a fitted effect of over 55% in size
Rab9 promoter act = activates the Rab9 promoter | Huh7 Rab9 promoter-luciferase reporter, luminescence, 24 h | Potency, µM (doses to about 9.22 µM), for the others: at the top dose activation, negative = inhibition, usual class: activators | 320,000 tested, 2.8% active; also: potency is read from the fitted curve at half-maximal effect; % of control where 0% means no effect; nearly all actives have a fitted effect of over 60% in size
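Huh7 cells stably carrying a Rab9 promoter-luciferase reporter, 1500 cells per well in OP-MEM I with 10% FBS, treated with compound 24 hours at 37C. Luciferase activity read by luminescence after 10 minutes with Amplite reagent.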
Gal4-VP16 FLuc = inhibits Gal4-VP16 luciferase reporter, ROR gamma counter-screen | Drosophila S2 Gal4-VP16 UAS-luciferase, luminescence, 20 h | AID 2546 | Potency, µM (series often up to 53.6 µM), for the others: at the top dose activity, negative = inhibition, hits mostly inhibitors | 310,000 tested, 3.5% active;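 also: Gal4-VP16 expression switched on by copper sulfate through the metallothionein promoter; potency is read from the fitted curve at half-maximal effect; % is scaled to controls: 0 for no effect and ±100 for the full control effect; nearly all actives have a fitted effect of over 50% in size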
KCNH2 3.1 inh = KCNH2 3.1 (human) potassium channel inhibition; 340,000 tested, 0.95% active; U2OS KCNH2 3.1, thallium flux FluxOr; hits give low values; activity change, % (tested at about 1.8 µM);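 active = maximum activity change below -70%; inconclusive = maximum activity change from -70% to -50%; inactive = maximum activity change above -50%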;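 also: thallium influx rate constant from kinetic fluorescence after stimulation buffer; % is scaled to controls: 0 for no effect and ±100 for the full control effect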
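U2OS cells transduced with KCNH2 3.1 mutant virus (1.77 x 10^8 /mL, 4 h), plated overnight at 37 C, loaded 45 min with FluxOr dye plus Red40 quencher. Thallium flux rate constant from kinetic reads after stimulation buffer, normalised to controls.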
FBPA coupling cs = inhibits coupling enzyme system, counter-screen for aldolase hits; activity change, negative = inhibition, % at 58.2 µM, hits read low; 290,000 tested, 0.67% active; AID 2472; coupling enzyme system counterscreen, AmpLite Red fluorescence; in the data active = activity change below about -30%; also: % is scaled to controls: 0 for no effect and ±100 for the full control effect
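Counterscreen of the coupled detection system alone, without aldolase: glyceraldehyde-3-phosphate coupling enzymes plus AmpLite Red readout. Compounds at 57.5 uM final, 10 min RT preincubation, 20 min RT reaction, fluorescence 525/598 nm.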
RORgamma inh = ROR gamma (mouse) transcription inhibition; P51450; Drosophila S2 Gal4-RORgamma UAS-luciferase reporter, 20 h; Potency, µM (series often up to 53.6 µM), inactives show at the top dose activity change, negative = inhibition, usual class: inhibitors; 310,000 tested, 5.4% active; also: potency is read from the fitted curve at half-maximal effect; % is scaled to controls: 0 for no effect and ±100 for the full control effect; nearly all actives have a fitted effect of over 60% in size
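Luminescence from a UAS-regulated Photinus luciferase reporter in stably transfected Drosophila Schneider cells is measured; decreased signal marks ROR gamma inhibition. Fusion expression is induced by 700 uM copper sulfate for 20 hr.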
ELG1 genotoxic = genotoxicity induction in ELG1-luciferase HEK293T cells; HEK293T ELG1-luciferase reporter, luminescence, 16 h; Potency, µM (doses to about 46 µM), without a hit: top-dose activity change, positive = activation, hits mostly activators; 330,000 tested, 1.3% active; AID 504466; also: potency is read from the fitted curve at half-maximal effect; % of control where 0% means no effect; nearly all actives have a fitted effect of over 60% in size
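After overnight (16 hr) compound treatment at 37 °C, ELG1-luciferase HEK293T cells were lysed with ONE-Glo; luminescence quantified 30 min later at room temperature.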
NPC1 prom act = activators of NPC1 promoter; Huh7 NPC1 promoter luciferase reporter, 24 h; Potency, µM (doses to about 9.22 µM), for the others: top-dose activation, usual class: activators; 320,000 tested, 2.4% active; AID 485313;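 also: potency is read from the fitted curve at half-maximal effect; % of control where 0% means no effect; nearly all actives have a fitted effect of over 60% in size; reporter is driven by a mutant NPC1 promoter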
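Luminescence read-out of NPC1 promoter-driven luciferase in stably transfected Huh7 cells; compounds delivered in DMSO and left 24 h at 37C, 5% CO2, qHTS titration format.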
Tb PFK block = inhibitors of T. brucei phosphofructokinase | T. brucei PFK, ADP-Glo luminescence | Potency, µM (doses to about 57.5 µM), for inactives: top-dose activity, negative = inhibition, most hits filed as inhibitors | 330,000 tested, 0.17% active | AID 485367;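 also: potency is read from the fitted curve at half-maximal effect; 0% = uninhibited 1x PFK enzyme wells and -100% = no-enzyme wells; nearly all actives have a fitted effect of over 60% in size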
Target sequence (O15648 whole entry, looked up): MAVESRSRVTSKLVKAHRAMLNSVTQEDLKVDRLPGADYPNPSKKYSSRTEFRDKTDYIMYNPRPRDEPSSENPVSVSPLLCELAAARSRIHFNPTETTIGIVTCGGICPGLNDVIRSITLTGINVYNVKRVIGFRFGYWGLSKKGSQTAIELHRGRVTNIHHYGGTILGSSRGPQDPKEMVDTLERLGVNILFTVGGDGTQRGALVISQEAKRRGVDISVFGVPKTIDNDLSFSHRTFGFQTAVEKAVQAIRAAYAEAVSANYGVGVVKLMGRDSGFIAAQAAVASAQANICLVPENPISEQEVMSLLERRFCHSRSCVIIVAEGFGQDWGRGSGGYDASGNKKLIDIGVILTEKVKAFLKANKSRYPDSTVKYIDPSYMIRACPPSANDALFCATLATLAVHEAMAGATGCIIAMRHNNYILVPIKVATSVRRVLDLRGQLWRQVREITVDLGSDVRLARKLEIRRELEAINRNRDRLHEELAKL
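In TEA buffer at pH 8.0 with 5 mM MgCl2, enzyme (1.25 nM) converted F6P (0.5 mM) and ATP (0.1 mM) for 45 min at room temperature. ADP product was read by luciferase luminescence.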
Giardia kill = kills Giardia lamblia. Giardia lamblia trophozoite viability. activity change, % at 7.66 µM, hits read low. 340,000 tested, 0.15% active; in the data active = activity change below about -80%; inconclusive = between about -30% and that limit;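 also: parasites exposed to compound for two days anaerobically before the ATP read; % is scaled to controls: 0 for no effect and ±100 for the full control effect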
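Giardia lamblia trophozoites (100 cells/well) were incubated with compounds for 48 h at 37 deg C under anaerobic conditions. Viability was read as ATP content by one-step luminescence after 15-30 min at room temperature.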
FLuc counter = firefly luciferase modulation, counter-screen for miR-21 project | purified FLuc, Km substrates, luminescence inhibition | 360,000 tested, 6.9% active | Potency, µM (highest dose often 57.5 µM), for inactives: at the highest dose activity change, negative = inhibition, usual class: inhibitors | AID 588342;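 also: potency is read from the fitted curve at half-maximal effect; plate controls were vehicle for no effect and reference inhibitor for full effect; nearly all actives have a fitted effect of over 55% in size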
Target sequence (P08659 whole entry, looked up): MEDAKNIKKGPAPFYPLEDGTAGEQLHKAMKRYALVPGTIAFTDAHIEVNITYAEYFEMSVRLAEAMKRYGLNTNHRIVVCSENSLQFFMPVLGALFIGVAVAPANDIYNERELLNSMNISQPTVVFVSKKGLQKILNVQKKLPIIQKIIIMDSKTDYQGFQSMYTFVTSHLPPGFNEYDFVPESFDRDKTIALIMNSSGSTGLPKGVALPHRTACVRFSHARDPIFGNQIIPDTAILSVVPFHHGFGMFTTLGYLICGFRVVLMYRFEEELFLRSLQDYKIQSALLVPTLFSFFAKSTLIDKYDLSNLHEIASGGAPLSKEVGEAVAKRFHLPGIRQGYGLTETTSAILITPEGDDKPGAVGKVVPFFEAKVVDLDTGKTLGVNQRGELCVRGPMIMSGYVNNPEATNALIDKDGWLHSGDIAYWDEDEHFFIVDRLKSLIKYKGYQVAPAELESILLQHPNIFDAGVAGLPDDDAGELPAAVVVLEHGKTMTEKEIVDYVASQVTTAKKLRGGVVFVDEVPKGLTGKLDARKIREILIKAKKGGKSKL
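Purified P. pyralis luciferase, 10 nM final, with Km-level 10 uM D-luciferin and 10 uM ATP in 50 mM Tris acetate pH 7.5, 10 mM Mg acetate, 0.01% Tween-20, 0.05% BSA; 6-point qHTS titration about 60 µM downward; luminescence read.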
Active calls of the source: *; ? = inconclusive; / = not tested or not shown; & = joins results of further samples; [ ] = another dose, or the depositor's remark. Unless noted, calls follow the shape of the dose curve; as a rule, active = well fitted curve in the direction sought with a large enough effect; inconclusive = small, poorly fitted or top-dose-only effect, or another doubt; inactive = no such curve, though single readings can be large; an effect the other way counts as inactive or inconclusive.

SMILES	uPA generation	Rab9 promoter act	Gal4-VP16 FLuc	KCNH2 3.1 inh	FBPA coupling cs	RORgamma inh	ELG1 genotoxic	NPC1 prom act	Tb PFK block	Giardia kill	FLuc counter
Cc1cc(NS(=O)(=O)c2ccc(Cl)cc2)nn1CC(=O)NCc1ccco1	2%	-13%	-5%	4	9	4%	-4%	3%	-10%	-26	3%
O=C(COC(=O)c1cccnc1Cl)c1cccc(Cl)c1	1%	17%	8%	-14	0	?	11%	2%	3%	3	13µM*
CCCCCC(=O)N1CCCCC1	2%	2%	-3%	-4	2	7%	-1%	-4%	3%	22	-1%
CN(C(=O)CC1C(=O)NCCN1C/C=C/c1ccccc1)C1CCOCC1 (centres undefined)	-1%	4%	-3%	10	0	4%	1%	0%	0%	-3	5%
c1ccc(CCn2nnnc2C(c2cccnc2)N2CCN(c3nc4ccccc4s3)CC2)cc1 (centres undefined)	4%	5%	?	1	5	-3%	-17%	-3%	3%	8	-1%
Cc1cccc(NC(=O)CSc2cn[nH]n2)c1	0%	-3%	-1%	4	6	-13%	-19%	-3%	15%	5	6%
O=C(O)C1CCCN1S(=O)(=O)c1cccc2nsnc12 (centres undefined)	6%	-4%	0%	2	3	5%	0%	-1%	0%	-3	3%
Cc1cccc(Cl)c1NC(=S)NN	1%	0%	?	-26	1	5µM*	-6%	0%	23%	24	-1%
CCc1nc(Nc2cccc(O)c2)c2oc3ccccc3c2n1	-11%	1%	?	-2	-13	?	-10%	12%	3%	-13	19µM*
Cc1ccc(S(=O)(=O)c2cn(Cc3ccc(F)cc3)c3cc4c(cc3c2=O)OCO4)cc1	3%	2%	-8%	-43	1	?	-4%	0%	-2%	16	6%
CN1CCN(C(=S)NC(CC(=O)c2ccccc2)c2ccccc2)CC1 (centres undefined)	-1%	-4%	6%	-3	-1	-16%	-3%	1%	1%	3	-2%
CCOC(=O)N1C(=O)[C@@](c2ccc(Cl)cc2)(C(C)C)N1C(=O)OCC	?	-3%	?	9	-3	?	-8%	-4%	6%	?	3%
CCN(CC)S(=O)(=O)c1ccc(/C=C/C(=O)Nc2ccc(Br)cc2F)cc1	6%	-23%	-22%	-39	0	?	-1%	-18%	2%	9	0%
O=C(Nc1nnc(SCC(=O)N2CCCc3ccccc32)s1)c1cccc2ccccc12	2%	7%	5%	5	3	?	-6%	8%	1%	7	?
CC1CCCN(C(=O)COC(=O)CNS(=O)(=O)c2ccc3ccccc3c2)C1 (centres undefined)	2%	7%	/	1	/	/	14%	-2%	6%	2	2%
CC1CCCC(C)N1C(=O)CSc1nnnn1-c1cccc2c1CCCC2 (centres undefined)	12%	3%	?	13	-2	37%	-5%	3%	0%	-6	-1%
COc1ccc(Nc2oc(-c3ccc(OC)cc3)nc2C#N)cc1	8%	3.5µM*	-2%	7	2	-2%	?	?	-3%	1	2.4µM*
COc1cccc(Cl)c1NC(=O)N1CCc2c([nH]c3ccccc23)C1C(F)(F)F (centres undefined)	-6%	-9%	-4%	-8	-4	?	-7%	-2%	0%	-6	-2%
CC(=O)NCCc1ccc(S(=O)(=O)N2CCCC2)cc1	-2%	9%	-4%	3	1	-1%	0%	-2%	1%	5	0%
CN(C)[C@@H](CO)c1nnc([C@H](CC(=O)O)NC(=O)C2CCNCC2)o1	7%	16%	0%	10	0	-8%	5%	1%	5%	-16	0%
Cc1ccc(C(=O)Nc2sc(Cc3ccc4c(c3)OCO4)c(C)c2C(N)=O)cc1	-12%	-3%	12%	2	0	-19%	0%	-2%	-2%	22	0%
CCCc1cc(=O)[nH]c(SCCOC(=O)c2ccccc2)n1	2%	14%	-11%	19	-3	-23%	-6%	0%	-4%	4	-1%
Cc1cc(NC(=O)C2C3C(=O)N(Cc4ccc(Cl)cc4)C(C(=O)NC4CCCCC4)C34C=CC2(C)O4)no1 (centres undefined)	-8%	-6%	-5%	-25	/	21%	-2%	-1%	-2%	0	0%
COC(=O)CCCC1=CC2=CC(=O)C(C)(OC(=O)CCc3ccccc3)C(=O)C2=CO1 (centres undefined)	7%	-6%	-7%&0%&3%	-3	1&4&-5	-14%&12%&-13%	0%	-4%	-2%	6	-1%
CCCCc1cc(=O)oc2cc(O)cc(O)c12	-8%	1%	22µM*	12	9	-38%	-5%	-1%	-3%	-7	-1%
Cc1ccc(N2CCN(S(=O)(=O)c3c(C)noc3C)CC2C)cc1 (centres undefined)	-10%	-4%	0%	18	-1	1%	-5%	-2%	3%	-11	5%
C=CCc1cccc2cc(C(=O)NC(C)(C)C)c(=O)oc12	8%	-4%	/	-5	1	-20%[0.365 µM]	7%	-1%	-4%	1	-1%
Cc1cccc(CC2CC(=O)N(c3ccc(C)cc3Br)C2=O)c1 (centres undefined)	7%	-3%	-11%	-7	0	-17%	-1%	-4%	2%	-1	-6%
COc1cc2c(-c3ccc(O)cc3)nc3c(c(C)nn3-c3ccccc3)c2cc1OC	25%	-12%	?	8	-1	8%[10 µM]	2%	-11%	?	6	1%
O=C1/C(=C/c2ccco2)CCc2ccccc21	0%	?	?	6	-6	?	7.3µM*	4µM*	-19%	-11	2.1µM*
CCc1nnc(NS(=O)(=O)c2ccc(NCc3cc(Br)ccc3O)cc2)s1	-8%	9%	1%	7	/	-19%	5%	0%	-3%	21	6%
Cc1ccc2c(CN3CCN(S(=O)(=O)c4ccccc4C(F)(F)F)CC3)cc(=O)oc2c1C	6%	-4%	/	-13	/	/	-6%	-7%	0%	18	/
COc1ccccc1NC(=O)c1ccc(S(=O)(=O)N2CCC(C)CC2)cc1	-2%	-6%	-6%	-10	-1	-13%	0%	0%	-2%	3	-1%
COc1cc(OC)cc(C(=O)NNC(=O)c2ccccc2Br)c1	-1%	-11%	-2%	13	1	-4%	7%	0%	-8%	8	7%
CCOC(=O)c1sc(N)c(C#N)c1CSc1nnc(C2CCCCC2)n1N	0%	-13%	-20%	-5	1	29%	-12%	-4%	-6%	5	0%
O=C(C(Sc1ccccc1)c1ccccc1)N1CCN(c2ccccc2F)CC1 (centres undefined)	4%	-1%	?	-6	-3	14%	-12%	0%	11%	-20	2%
Cc1nn(-c2ccccc2)c(C)c1C(=O)OCC(=O)N(C)c1ccccc1	-23%	2%	/	2	/	/	-2%	-2%	-7%	10	-4%
O=C(CSc1nnc(COc2ccccc2Cl)o1)NC(=O)NC1CCCC1	-4%	-2%	-16%	-16	0	-8%	0%	2%	0%	-9	?
C/C(=C\C(=O)Nc1nccs1)c1ccccc1	-22%	/	11µM*	6	3	8.9µM*	/	/	/	-2	9.5µM*
Cc1nc2ccccc2n1CC(=O)NCCN1CCOCC1	0%	-8%	3%	28	1	-9%	0%	-2%	-4%	9	-6%
CCOc1ccc(NC(=S)/C(=C(\[O-])c2ccc(C)c([N+](=O)[O-])c2)[n+]2ccccc2)cc1	0%	4%	2%	-23	-3	-17%	13%	-5%	-2%	-5	-12%
COC(=O)c1ccc(COC(=O)CCc2nc(-c3ccccc3)c(-c3ccccc3)o2)cc1	-11%	0%	2%	-24	-1	-6%	2%	-1%	1%	12	1%

Looked up above.
`CCOC(=O)N1C(=O)[C@@](c2ccc(Cl)cc2)(C(C)C)N1C(=O)OCC` | Rab9 promoter act: -3%
`c1ccc(CCn2nnnc2C(c2cccnc2)N2CCN(c3nc4ccccc4s3)CC2)cc1` (centres undefined) | Giardia kill: 8
`Cc1cc(NS(=O)(=O)c2ccc(Cl)cc2)nn1CC(=O)NCc1ccco1` | Tb PFK block: -10%
`CCN(CC)S(=O)(=O)c1ccc(/C=C/C(=O)Nc2ccc(Br)cc2F)cc1` | ELG1 genotoxic: -1%
`Cc1cc(NC(=O)C2C3C(=O)N(Cc4ccc(Cl)cc4)C(C(=O)NC4CCCCC4)C34C=CC2(C)O4)no1` (centres undefined) | Giardia kill: 0
`O=C(C(Sc1ccccc1)c1ccccc1)N1CCN(c2ccccc2F)CC1` (centres undefined) | FBPA coupling cs: -3
`O=C(CSc1nnc(COc2ccccc2Cl)o1)NC(=O)NC1CCCC1` | Tb PFK block: 0%

2 records picked at random from the list so far, as already listed:
SMILES	uPA generation	Rab9 promoter act	Gal4-VP16 FLuc	KCNH2 3.1 inh	FBPA coupling cs	RORgamma inh	ELG1 genotoxic	NPC1 prom act	Tb PFK block	Giardia kill	FLuc counter
COc1ccccc1NC(=O)c1ccc(S(=O)(=O)N2CCC(C)CC2)cc1	-2%	-6%	-6%	-10	-1	-13%	0%	0%	-2%	3	-1%
Cc1nc2ccccc2n1CC(=O)NCCN1CCOCC1	0%	-8%	3%	28	1	-9%	0%	-2%	-4%	9	-6%
